Screens deposited in PubChem by Broad Institute.
PglD inh – PglD (C. jejuni) enzyme inhibition | 0.098% of 360,000 active | purified PglD enzyme, DTNB colorimetric CoA detection | inhibition, % at 12.5 µM; in the data active means inhibition above about 16%, passing the limit was not always enough; inconclusive means no clear call, values can overlap the other calls; further: strong numbers were not always called active
ARNT TACC3 PPI – ARNT/TACC3 interaction disruption | AID 623870 | AlphaScreen His-ARNT PAS-B/GST-TACC3 binding, luminescence; TACC3 fragment carries E629A point mutation | 0.66% of 390,000 active | Q9Y6A5 | inhibition, % at 9.99 µM;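 active means mean inhibition of replicates at least 50% and at least half of replicates each reaching 50%; inconclusive means half or more replicates reach 50% but mean below 50%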;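 further: 0% = complete ARNT plus TACC3 wells and 100% = ARNT alone without TACC3; many hits fall short of the cut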
INS-1E GSIS act – primary screen for activators of insulin secretion dependent on glucose, INS-1E cells, GLuc reporter luminescence; AID 743287; 0.61% of 370,000 active; INS-1E GLuc reporter insulin secretion, 2-3 h; activation, % at 16.6 µM;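 active means lowest replicate activation of at least 40%, so every replicate reaches that level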;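 further: 0% = median of neutral control wells and 100% = median of IBMX positive control wells; some compounds called inactive have numbers as strong as hits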
LGR2 inh – inhibitors of bursicon-induced Drosophila LGR2 receptor cAMP signaling. HEK293 LGR2, CRE-luciferase, bursicon-stimulated, 4 h. inhibition, % at 9.99 µM. 0.35% of 380,000 active. AID 720647;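 active means drop in luminescence signal, shown as inhibition above about 50% in the replicate tests, limit read from the data, passing the limit was not always enough; inconclusive means probably only some replicates passing the limit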;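 further: agonist challenge used bursicon conditioned medium at about half maximal strength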
Cneo AK release – Cryptococcus neoformans lysis via adenylate kinase release. C. neoformans lysis, adenylate kinase release luminescence, 4 h; normalised: neutral wells 0, clomiphene wells 100. lysis activity, % at 15 µM. 0.2% of 360,000 active;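 active means mean lysis activity across replicates of at least 80%, whatever share of replicates individually reach that level; inactive means mean lysis activity below 80%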
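Assay system: C. neoformans cells. Amount: yeast cell density of 5 × 10^6 cells/mL. Technique: AK luminescence. Buffer or medium: YPD. Times: static 4 h at 37 °C with compound, 1 h detection. Dosing: single-point compound dose. Read-out: lysis from increased AK signal.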
C2C12 statin – suppression of simvastatin myotoxicity; AID 602340; C2C12 myotubes + simvastatin, ATP luminescence, 48 h; scaled: DMSO 0, geranylgeraniol control 100; 0.78% of 330,000 active; rescue of ATP level, % at 7.49 µM;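 active means mean ATP rescue above about 67%, or every replicate alone reaching that limit, limit read from the data, passing the limit was not always enough; inconclusive means no clear call, values can overlap the other calls; inactive means mean under the limit and some replicate under it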;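 further: myotubes were challenged with 10 µM simvastatin during compound exposure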
PAX8 inh HTS – PAX8 transcriptional activity inhibition | RMG-I TPO-luciferase reporter, SteadyGlo, 24 h | inhibition, % at 12.6 µM | 1.2% of 360,000 active;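 active means mean replicate inhibition at least 60% with every replicate also reaching 60%; inconclusive means only one of the two criteria is met; inactive means mean below 60% and not all replicates reaching 60%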;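 further: luciferase light reporting Pax8 driven TPO promoter activity; plate controls were median of neutral control wells for no effect and mitoxantrone controls for full effect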
PGC1a acetyl inh – PGC1a acetylation modulation, inhibitor mode; 0.17% of 350,000 active; U2OS PGC1a acetylation, AlphaScreen anti-acetyl-lysine; with virally co-expressed GCN5 acetyltransferase; AID 651687; inhibition, % at 15.6 µM;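 active means every replicate shows inhibition of at least 40%; inconclusive means mean inhibition at least 40% but some replicate below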;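 further: 0% = neutral control wells and 100% = positive control wells; some results beyond the cut were filed as inactive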
An asterisk follows results filed as active; ? = inconclusive; nt = no result given; & = joins results of further samples. Rows are unselected. About 2.9% of those tested had a hit in this group.

SMILES,Cneo AK release,PAX8 inh HTS,ARNT TACC3 PPI,C2C12 statin,PGC1a acetyl inh,PglD inh,LGR2 inh,INS-1E GSIS act
O=C(CSc1cn(CCNC(=O)c2ccccc2)c2ccccc12)NCc1ccco1,0,-49,1,1,11,0,-21,-3
CC(=O)Oc1ccccc1C1C[C@]2(C)CC(=O)NC2N1C(C)=O (stereo partly specified),-2,-23,nt,-6,nt,-4,-4,2
O=C(Nc1ccc2nc3n(c(=O)c2c1)CCCC3)c1cncc(Br)c1,-1,-45,nt,-25,16,0,7,23
CCCNC(=O)[C@H]1[C@H](CO)[C@H]2Cn3c(ccc(-c4ccccc4)c3=O)[C@@H]1N2C(=O)C1CC1,-1,nt,0,-2,nt,1,31,1
Cc1nc(-c2ccc(F)cc2)c(CC(=O)N2CCN(S(=O)(=O)c3ccc(F)cc3)CC2)s1,12,4,-8,-6,nt,-2,1,-5
CCOc1ccc(C(=O)Nc2cccc(C)n2)cc1,-10,nt,1,-31,0,0,nt,nt
Cc1cccc(-c2cc(C(=O)Nc3c(C)n(C)n(-c4ccccc4)c3=O)c3ccccc3n2)c1,3,26,-1,-20,2,2,-11,8
CCNC(=S)N1CCC(C(O)(c2ccccc2)c2ccccc2)CC1,nt,1,6,nt,9,nt,0,5
CCN1C(=O)CC(Sc2ccccc2N)C1=O (stereo unspecified),-1,nt,5,10,4,6,-23,16
COc1ccc(N=Nc2ccc(O)c(P(=O)(c3ccccc3)c3ccccc3)c2)cc1,8,-11,-3,nt,1,-1,14,3
Cc1noc(C)c1S(=O)(=O)N(C)C[C@H]1OCCCC[C@H](C)Oc2ccc(NC(=O)NC(C)C)cc2C(=O)N([C@@H](C)CO)C[C@@H]1C,-7,1,1,nt,-23,2,0,8
Cc1cc(C)n(-c2ccc(C(=O)OCC(=O)Nc3ccc(Cl)c(S(=O)(=O)N(C)C)c3)cc2)n1,-3,nt,-10,13,-18,-2,0,-11
Cc1ccc(-c2cc(C(F)F)nc(S(C)(=O)=O)n2)cc1,-1,35,-6,30,-36,1,-25,27
COc1cccc(-c2cc(C(=O)NCC3CCCO3)c3ccccc3n2)c1 (stereo unspecified),1,-11,1,14,10,7,nt,nt
O=C(CSc1nnc(-c2ccco2)o1)c1ccccc1Cl,nt,-11,3,nt,3,nt,-12,-7
COCCN(C(=O)COC(=O)Cc1ccc(Cl)cc1)c1c(N)n(Cc2ccccc2)c(=O)[nH]c1=O,1,10,nt,14,30,-5,6,nt
O=C(CCCCC(=O)NN=Cc1ccccc1O)NN=Cc1ccccc1O,1,22,-2,106*,0,5,2,8
Fc1ccc(-c2ccnn2-c2ccccc2)cc1,1,-6,2,4,-4,2,-15,6
CCc1nc(Nc2ccncc2)c2oc3ccccc3c2n1,-3,nt,11,-26,-6,5,-14,32
COc1cccc(N2CC(NS(=O)(=O)c3ccc(Cl)cc3)CC2=O)c1 (stereo unspecified),nt,1,-2,36,3,nt,-6,-4
CCOc1ccc(OCC)c(NC(=O)C2CCN(S(=O)(=O)c3cccc4nonc34)CC2)c1,1,nt,-1,-19,1,-7,nt,nt
CC(=O)C1=C(C)Nc2ncnn2C1c1ccc(C)cc1 (stereo unspecified),2,6,3,1,-5,0,-1,24
COc1ccccc1N1CC(C)(C)C(=O)N(C(=O)c2ccc(C)cc2)C1=S,1,18,-1,1,-7,-2,12,nt
Cc1cc(C)cc(OCC(=O)OCC(=O)NCc2cccs2)c1,0,-21,26,3,10,-4,2,1
CCOC(=O)Cc1csc(NC(=O)CSc2nnc(-c3ccc(F)cc3)o2)n1,-1,nt,5,3,4,4,-9,16
Cc1ccc(S(=O)(=O)N[C@@H]2C=C[C@H](CC(=O)NCCN3CCCCC3)O[C@@H]2CO)cc1,-1,-8,1,11,?,-9,3,1
Cc1ccc2c(c1)c(C1=NC(=S)NC1=O)c(O)n2C,nt,24,6,nt,nt,nt,22,-2
Cc1noc(C)c1NC(=O)N(C)C[C@@H]1OCCCC[C@H](C)Oc2ccc(NC(=O)Nc3ccc4c(c3)OCO4)cc2C(=O)N([C@@H](C)CO)C[C@H]1C,0,2,-5,-5,1,0,-9,-2
O=C(CNS(=O)(=O)c1ccc(Br)cc1)N1CCN(c2ccc(F)cc2)CC1,1,nt,-2,40,-10,-6,nt,nt
CC(=O)Nc1ccc(Nc2nc3ccccc3n3cnnc23)cc1,4,15,3,-10,17,5,6,-16
O=C(Nc1ccc2c(c1)[C@H]1C[C@@H](CC(=O)N3CCOCC3)O[C@@H](CO)[C@H]1O2)NC1CCCCC1,2,-8,-4,3,1,1,4,13
CCOc1ccc(CN(C)C(=O)c2cc3ccccc3o2)cc1OC,-3,6,12,18,nt,-1,-15,35
Cc1oc(-c2ccccc2F)nc1CS(=O)(=O)CC(=O)NCCCN1CCc2ccccc2C1,0,28,1,11,nt,1,-7,-5
CCC(C)(NC(=O)c1ccc(=O)[nH]c1)C(=O)NC1CCCC1 (stereo unspecified),0,1,-10,92*,-1,4,-6,nt
O=C(Cc1ccccn1)N1CC(=O)N2[C@H](CO)[C@@H](c3ccc(-c4ccccc4)cc3)[C@H]2C1,nt,4,nt,nt,5,nt,-10,8
Cc1cccnc1CCNC(=O)CCc1nnc(-c2ccccc2)o1,nt,0,-4,nt,nt,nt,-11,-3
CC(C)(Oc1ccc(Cl)cc1)C(=O)OCc1nc2ccsc2c(=O)[nH]1,-1,-4,-4,-22,nt,4,-10,-14
C=CCNc1cnn(-c2ccc(C)cc2)c(=O)c1Cl,0,nt,-3,-1,5,nt,nt,nt
O=C(c1ccco1)N1CCN(C(=O)c2ccc(Cn3cc(Br)cn3)o2)CC1,0,nt,-2,15,-45,3,nt,nt
COc1ccccc1NC(=O)COC(=O)c1ccc2c(=O)n3c(nc2c1)CCC3,3,4,nt,7,-2,-1,-1,10
C/C(=N/OCc1ccc(Br)cc1)c1ccccn1,nt,-149,nt,-8,-2,nt,-86,1
C[C@@H]1CN([C@H](C)CO)C(=O)c2cc(C#CC(C)(C)O)cnc2O[C@@H]1CN(C)C(=O)C1CCOCC1,0,nt,1,-4,1,2,3,11
C[C@H]1CN([C@@H](C)CO)C(=O)c2cccc(NC(=O)C3CCCCC3)c2O[C@H]1CN(C)S(=O)(=O)c1ccccc1,-1,-4,nt,-85,-9,13,13,-8
COc1cc(-c2cc(C(=O)OCC(=O)NC3CC3)c3ccccc3n2)cc(OC)c1OC,-1,nt,-3,-1,18,1,11,6
Cc1ccccc1C(=O)Nc1ccccc1C(=O)N/N=C\c1ccco1,2,nt,-10,2,5,2,nt,nt
CC(C)(C)c1nc(SCC(=O)NCc2ccco2)c2ccccc2n1,0,6,4,1,-8,-1,nt,nt
CC(C)Cc1nc(C#N)c(N2CCC(C(N)=O)CC2)o1,-3,-6,4,4,nt,-4,-1,27
COc1ccc(OC)c2c1cc(C(=O)N[C@@H](Cc1ccccc1)C(=O)O)n2C,-1,11,0,-5,8,7,10,13
CO[C@H]1CN(C)C(=O)c2cc(NC(=O)c3ccc(F)cc3)ccc2OC[C@@H](C)N(C)C[C@H]1C,1,-4,0,14,nt,3,-5,7
O=C(Oc1ccc(Cl)cc1)N1CCOCC1,0,-28,-1,-12,-10,-1,-16,2
COC(=O)C[C@@H]1CC[C@H](NS(=O)(=O)c2ccccc2F)[C@@H](CO)O1,-10,-4&-15,1,-3,7,4,5&-5,-4&-5
Cc1cccc(N2C(=O)CC(Sc3nccc(C)n3)C2=O)c1 (stereo unspecified),0,20,-14,-3,-12,1,-1,8
COCCN1C(=O)N(c2cccc(C)c2)C(=O)C1CC(=O)Nc1cc(OC)cc(OC)c1 (stereo unspecified),-1,11,2,-9,-1,2,7,-20
CCCS(=O)(=O)NC(=O)C1(C)CCN(C(=O)c2cccc(OC(F)(F)F)c2)C1 (stereo unspecified),0,-2,nt,7,16,1,-5,nt
COc1ccc(-c2nc(CS(=O)(=O)CC(=O)NCCCc3ccccc3)c(C)o2)cc1,0,-14,-3,23,-4,2,10,19
COc1ccc(OC)c(N(C)S(=O)(=O)c2cc3c(cc2C)NC(=O)CO3)c1,1,10,-1,-11,0,2,9,-21
CCOC(=O)C1=NNC(C(=O)c2ccccc2)C1c1ccc(C)cc1 (stereo unspecified),nt,11,-1,10,nt,nt,-7,nt
COc1ccc(OC)c(/C=C/C(=O)Nc2ccc(OC)nc2)c1,nt,-4,-3,nt,nt,nt,3,15
CCCc1cn(CC[C@@H]2CC[C@H](NC(=O)C3CCCC3)[C@@H](CO)O2)nn1,0,0,-12,1,6,0,5,1
CCN1CCN(S(=O)(=O)c2ccc(Cl)c(C(=O)NC3CCC(C)CC3)c2)CC1 (stereo unspecified),-1,4,2,2,14,0,8,0
COc1ccc(C(=O)Nc2cccc(-c3nc4ncccc4o3)c2C)cc1,1,nt,-1,-2,nt,3,-33,1
CC(C)[C@H]1COCCS(=O)(=O)N1Cc1ccccc1-c1ccc(C(C)(C)C)cc1,0,1,-7,3,3,1,33,-24

Another view of 10 compounds above:
Values in the order: Cneo AK release | PAX8 inh HTS | ARNT TACC3 PPI | C2C12 statin | PGC1a acetyl inh | PglD inh | LGR2 inh | INS-1E GSIS act
> CC(C)(C)c1nc(SCC(=O)NCc2ccco2)c2ccccc2n1
→ 0 | 6 | 4 | 1 | -8 | -1 | nt | nt
> CC(C)Cc1nc(C#N)c(N2CCC(C(N)=O)CC2)o1
→ -3 | -6 | 4 | 4 | nt | -4 | -1 | 27
> COc1ccc(OC)c2c1cc(C(=O)N[C@@H](Cc1ccccc1)C(=O)O)n2C
→ -1 | 11 | 0 | -5 | 8 | 7 | 10 | 13
> CO[C@H]1CN(C)C(=O)c2cc(NC(=O)c3ccc(F)cc3)ccc2OC[C@@H](C)N(C)C[C@H]1C
→ 1 | -4 | 0 | 14 | nt | 3 | -5 | 7
> O=C(Oc1ccc(Cl)cc1)N1CCOCC1
→ 0 | -28 | -1 | -12 | -10 | -1 | -16 | 2
> COC(=O)C[C@@H]1CC[C@H](NS(=O)(=O)c2ccccc2F)[C@@H](CO)O1
→ -10 | -4&-15 | 1 | -3 | 7 | 4 | 5&-5 | -4&-5
> Cc1cccc(N2C(=O)CC(Sc3nccc(C)n3)C2=O)c1 (stereo unspecified)
→ 0 | 20 | -14 | -3 | -12 | 1 | -1 | 8
> COCCN1C(=O)N(c2cccc(C)c2)C(=O)C1CC(=O)Nc1cc(OC)cc(OC)c1 (stereo unspecified)
→ -1 | 11 | 2 | -9 | -1 | 2 | 7 | -20
> CCCS(=O)(=O)NC(=O)C1(C)CCN(C(=O)c2cccc(OC(F)(F)F)c2)C1 (stereo unspecified)
→ 0 | -2 | nt | 7 | 16 | 1 | -5 | nt
> COc1ccc(-c2nc(CS(=O)(=O)CC(=O)NCCCc3ccccc3)c(C)o2)cc1
→ 0 | -14 | -3 | 23 | -4 | 2 | 10 | 19
